Compound activity as filed in PubChem BioAssay.
KCC2 mod – modulators of human KCC2 chloride dependent transport; 190,000 compounds, 2.2% hits; KCC2 cells, thallium flux FluoZin-2 fluorescence; B-score of Tl+ flux slope (higher = more flux/activation; lower = inhibition) at 10 µM; AID 1456; Q9H2X9;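 active means thallium flux slope and its plate-corrected score both differing from the plate sample mean at a set confidence after two filtering rounds, in either direction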;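 further: slope of fluorescence scaled to starting intensity during 10 to 20 s after thallium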
p47phox inh – p47phox (human) inhibition; AID 1274; inhibition, % at 24.7 µM; p47phox/p22phox peptide binding, fluorescence polarization, 2 h; P14598; 220,000 compounds, 0.53% hits;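 further: 0% = p47phox with labelled peptide and 100% = labelled peptide alone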
eIF4E-4G inh – blocks eIF4E binding to eIF4G. TR-FRET eIF4E-eIF4GI(517-606) binding, 2 h. inhibition, % at 21.7 µM. 220,000 compounds, 0.37% hits. AID 782;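 further: 0% = full FRET control wells and 100% = background wells lacking eIF4GI fragment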
Rad51 HR inh – Rad51 (human) homologous recombination inhibition; Q06609; hRad51 DNA strand exchange, fluorescence dequenching; inhibition, % at 10 µM; 200,000 compounds, 0.085% hits;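 active means inhibition above 40% at the single screening dose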;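 further: 0% = DMSO control wells and 100% = blanks with heterologous ssDNA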
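Material: hRad51 filaments on single-stranded DNA; Reagent: Donor/quencher-labelled 47-bp dsDNA substrate; Compound: 10 µM final, single point; Schedule: 37 °C 15-min filament assembly, 30-min compound preincubation, 15-min exchange; Technique: FRET fluorescence, excitation 485 nm, emission 520 nm; Benchmarks: control wells and blank wells on each plate.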
EBV gp42 block – blocks Epstein-Barr virus glycoprotein 42 binding | AID 1085 | inhibition, % (tested at 21.74 µM) | Fluorescence polarization binding assay, mP read-out | Q1HVG2 | 220,000 compounds, 0.42% hits; in the data active means inhibition above about 50%
hK5 inh – kallikrein 5 (human) inhibition | Q9Y337 | recombinant hK5, fluorogenic AMC substrate cleavage | inhibition, % at 5 µM | 210,000 compounds, 0.59% hits;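 active means inhibition of 40% or more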;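 further: 0% = enzyme controls without compound and 100% = no-enzyme blanks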
Target sequence (Q9Y337 67-293 limits assumed): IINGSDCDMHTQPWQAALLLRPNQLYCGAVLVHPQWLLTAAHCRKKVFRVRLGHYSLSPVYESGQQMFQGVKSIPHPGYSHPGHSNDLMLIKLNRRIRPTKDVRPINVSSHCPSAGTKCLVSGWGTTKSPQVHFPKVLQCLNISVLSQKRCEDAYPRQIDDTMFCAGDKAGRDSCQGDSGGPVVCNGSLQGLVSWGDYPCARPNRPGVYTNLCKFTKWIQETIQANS
Furin inh – human furin inhibition | purified furin, fluorogenic substrate cleavage | AID 463115 | 220,000 compounds, 0.061% hits | P09958 | inhibition, % at 30 µM; in the data active means inhibition above about 25%; further: inactives centre near -15
Target sequence (P09958 108-714 limits assumed): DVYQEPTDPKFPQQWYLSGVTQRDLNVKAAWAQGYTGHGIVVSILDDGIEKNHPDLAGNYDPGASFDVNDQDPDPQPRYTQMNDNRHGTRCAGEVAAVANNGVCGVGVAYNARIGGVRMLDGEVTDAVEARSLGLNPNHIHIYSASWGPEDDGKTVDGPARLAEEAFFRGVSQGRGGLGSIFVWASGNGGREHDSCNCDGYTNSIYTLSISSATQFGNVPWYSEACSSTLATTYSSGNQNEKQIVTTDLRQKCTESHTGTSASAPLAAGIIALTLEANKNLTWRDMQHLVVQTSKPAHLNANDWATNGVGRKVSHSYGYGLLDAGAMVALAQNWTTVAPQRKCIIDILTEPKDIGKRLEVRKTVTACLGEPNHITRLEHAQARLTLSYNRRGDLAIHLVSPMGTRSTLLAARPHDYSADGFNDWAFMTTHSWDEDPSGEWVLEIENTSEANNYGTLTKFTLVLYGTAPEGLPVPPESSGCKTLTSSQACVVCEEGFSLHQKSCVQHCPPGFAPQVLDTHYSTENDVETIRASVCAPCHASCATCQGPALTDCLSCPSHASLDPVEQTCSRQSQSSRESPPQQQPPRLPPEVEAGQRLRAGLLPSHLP
14-3-3 Bad inh – disrupts binding of bovine 14-3-3 zeta to phospho-Bad peptide; TR-FRET 14-3-3zeta/Dy647-pBad peptide displacement, 1 h; P63103; AID 781; 220,000 compounds, 0.71% hits; inhibition, % at 21.7 µM;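 active means inhibition above about 70%, limit read from the data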;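 further: 0% = full 14-3-3 plus peptide FRET controls and 100% = background without 14-3-3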
Thrombin inh – blocks human thrombin protease activity | P00734 | alpha-thrombin, Boc-VPR-AMC fluorogenic substrate cleavage | inhibition, % at 5 µM | 220,000 compounds, 0.26% hits;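 active means inhibition at or above 40%; inactive means inhibition below 40%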;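 further: 0% = enzyme with no compound and 100% = wells without enzyme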
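System – human alpha-thrombin protein · Reagent – Boc-VPR-AMC substrate, 15 µM final · Compound – 5 µM single dose in 0.2% DMSO · Schedule – reaction at room temperature · Technique – AMC fluorescence at 355 nm excitation and 460 nm emission · Read-out basis – % inhibition relative to enzyme controls and enzyme-free blanks · Control set – no-compound enzyme wells and no-enzyme blanks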
* marks the source's active call; other numbers are inactive results; · = not tested or not shown; [ ] = dose if it differs, or a comment.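 How the source made its calls, unless noted: active means inhibition above about 30% (limit read from the data); inactive means the rest.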 Hits appear at their usual frequency; overall some 4.7% were active at least once.

No.	KCC2 mod	p47phox inh	eIF4E-4G inh	Rad51 HR inh	EBV gp42 block	hK5 inh	Furin inh	14-3-3 Bad inh	Thrombin inh	molecule
1	-0.11	9	2	10	-17	-2	-5	25	-10	CCN(C(=O)COC(=O)c1ccc(S(=O)(=O)N2CCCc3ccccc32)cc1)C1CCS(=O)(=O)C1 (stereo unspecified)
2	1	-53	4	-50	-73	13	-9	11	3	O=C(N/N=C/c1ccc(-c2ccc([N+](=O)[O-])cc2)o1)[C@H]1C[C@@H]1c1ccccc1
3	-0.73	-3	0	4	-3	-2	-22	4	-2	CC(C)(C)c1cc(NC(=O)Nc2ccc(Cl)cc2Cl)no1
4	·	-4	-4	0	-13	-1	-33	2	2	Cn1c(-c2ccc(Cl)cc2)cnc1N
5	0.71	-48	-6	·	1	2	-12	2	1	COc1ccc(-n2c(SCC(=O)Nc3ccccc3OC)nc(O)cc2=O)cc1
6	-0.18	-9	2	1	-10	7	-22	2	-4	O=C(CSc1nnc2c(Cl)cc(Cl)cn12)N1CCN(S(=O)(=O)c2ccccc2)CC1
7	-0.27	0	14	0	-10	-5	-10[20 µM]	-17	-2	Cn1c2c(c(=O)n(C)c1=O)C1c3cc(Cl)ccc3OCC1CO2 (stereo unspecified)
8	·	-8	5	-4	1	-18	-28	20	4	COc1ccc(-n2c(-c3ccccc3)nnc2-c2ccc(Cl)cc2)cc1
9	0.33	3	1[fluorescence artefact?]	2	4	4	-15	55	5	COc1ccc2ccccc2c1CN1CCN(C)CC1
10	0.92	-10	0[fluorescence artefact?]	5	-12	-10	0	-10	0	Cc1ccc(S(=O)(=O)N2CCC(C(=O)OC(C)C(=O)NCc3ccc4c(c3)OCO4)CC2)cc1 (stereo unspecified)
11	-0.43	-91	-16	-6	-43	-12	-3	-4	-6	CSCCC(NS(=O)(=O)c1ccc2ccccc2c1)C(=O)OCC(=O)c1ccc(C(C)C)cc1 (stereo unspecified)
12	-0.67	-2	-13[fluorescence artefact?]	-2	4	13	-16[20 µM]	7[fluorescence artefact?]	-6	CCSc1nnc(NC(=O)COc2ccc3ccccc3c2)s1
13	-1.6	47*	-5	5	3	0	-15	-4	-8	C=CCN(C(=O)CNC(=O)c1cccs1)C(C(=O)NC1CCCCC1)c1cccnc1 (stereo unspecified)
14	2.2	-9	9	-2	-22	-11	-11	-5[fluorescence artefact?]	-2	CN(C)S(=O)(=O)c1cccc(NC(=O)c2ccncc2)c1
15	·	-5	11[fluorescence artefact?]	-13	-30	3	-24	54[fluorescence artefact?]	4	CC1CN(C2CCN(S(=O)(=O)c3ccc4ccccc4c3)CC2)CC(C)O1 (stereo unspecified)
16	0.39	-5	-3	1	-8	6	-14[20 µM]	7	2	Cc1onc(-c2c(F)cccc2Cl)c1C(=O)N1C=CC(C(F)(F)Cl)=NCC1
17	1.3	14	13	-1	-17	·	·	11	·	C[C@]12CC[C@@H]3c4cc(O)c(O)cc4CC[C@H]3[C@@H]1CC[C@@H]2O
18	-0.93	-1	-5	9	-6	0	-9	10	-1	CCn1c(SCC(=O)N/N=C/c2ccccc2OCC(=O)O)nnc1-c1ccc(C(C)(C)C)cc1
19	·	-8	1	5	-29	14	-13	6	11	Cc1ccc(-n2[nH]c(C)c(/C=N/n3c(C)nc4ccccc4c3=O)c2=O)cc1
20	0.41	-2	0	3	-9	-6	-2	-2[fluorescence artefact?]	-7	CCCn1c(N)c(Br)c(=O)[nH]c1=O
21	0.34	4	-12	0	2	-25	-30[20 µM]	9	1	CCNC(=O)CC1C(=O)N(c2ccc(F)cc2)C(=O)N1CCC(C)C (stereo unspecified)
22	0.31	6	-6[fluorescence artefact?]	-1	-19	-15	-29[20 µM]	-6[fluorescence artefact?]	4	CC(C)CNC(=O)C1C2C=CC(C2)C1C(=O)O (stereo unspecified)
23	1.3	-77	15[fluorescence artefact?]	5	-33	-10	-15	-13	-2	Cc1ccc(S(=O)(=O)N(C)c2ccc(OCC(=O)Nc3nc4c(ccc5ccccc54)s3)cc2)cc1
24	0.92	-2	1[fluorescence artefact?]	-6	-19	-25	-25	9[fluorescence artefact?]	4	CN(C)CCCNC(=O)C1CCNCC1
25	-0.38	-7	-3	8	-14	-42	-3[20 µM]	-13	-6	Cc1cc(NCCCn2ccnc2)n2c(nc3ccccc32)c1C#N
26	1.5	7	0	-1	-8	-4	-28	-2	1	COc1ccc(N2C(=O)C3CCCN3C2c2ccccc2OC)cc1 (stereo unspecified)
27	2	-6	-1[fluorescence artefact?]	1	-15	-9	3	15	-4	CC(=O)Nc1ccccc1C(=O)C(=O)Nc1ccc(C)c(C)c1
28	0.21	-10	3	5	-13	-7	-19	-16	-5	COc1ccc(OC)c(NC(=O)CC2SC(=NCc3ccccc3)NC2=O)c1 (stereo unspecified)
29	-0.96	-6	-1	-1	-7	4	-6	3	-4	CCC(=O)N1N=C(c2ccc(C)cc2)CC1c1ccco1 (stereo unspecified)
30	-0.45	-5	-1	2	-17	10	-4[20 µM]	2	2	CC(=O)NC1(c2nnnn2CCOC(=O)Nc2ccc(Cl)cc2)CCCCC1
31	-0.49	3	0	-9	-8	-23	-27[20 µM]	-7	-12	COc1cccc(C2C3=C(N=C4SCC(=O)N42)c2ccccc2CC3)c1OC (stereo unspecified)
32	1.9	-4	4	-7	4	0	-14[20 µM]	10[fluorescence artefact?]	-7	CSCCC(NC(=O)c1occc1C)C(=O)O (stereo unspecified)
33	-1.7	-23	18[fluorescence artefact?]	1	8	-8	-12	50[fluorescence artefact?]	2	CC(=O)c1sc(NC(=O)C2(F)C(F)(F)C(F)(F)C(F)(F)C(F)(F)C2(F)F)nc1C
34	-0.22	-8	3	-4	-7	-40	-12[20 µM]	12	11	COCCNC(=O)C(c1ccc(C)o1)N(C(=O)c1snc(C(N)=O)c1N)c1ccc(C)cc1 (stereo unspecified)
35	-0.54	-8	2	10	-15	3	-30	-13	0	CN1CC(=O)N(CC(=O)Nc2ccc(Br)cc2F)C1=O
36	·	-61	-4	-6	-7	-21	-31[20 µM]	7	0	Cc1cc(NS(=O)(=O)c2ccc(Nc3nc(-c4sc(NC(=O)c5ccccc5)nc4C)cs3)cc2)no1
37	·	3	-3	-6	6	-2	-17	-1	-10	CCCCCCC1CC(=O)NC(=S)N1 (stereo unspecified)
38	-0.49	-15	6	·	-2	-91	-29	6	-3	Cc1ccc2[nH]c(=O)c3cc(C(=O)N4CCN(C(=O)c5ccco5)CC4)sc3c2c1
39	-0.014	3	-3	0	-3	-5	-6[20 µM]	-1	-2	c1ccc(CNc2nc(N3CCOCC3)nc(N3CCOCC3)n2)cc1
40	-0.57	-1	-2	12	3	-6	-9	-5	-16	CC(=O)c1ccc(NC(=O)Cn2nc(C)c([N+](=O)[O-])c2C)cc1
41	-2.4	-9	-5	-2	-10	-2	-4	-11	-4	Cc1ccc(NCc2nnc(SCc3ccc(C#N)cc3)n2Cc2ccco2)c(C)c1
42	0.96	-4	-2	4	-4	-8	-6[20 µM]	-9[fluorescence artefact?]	-5	Cc1cc(Oc2ccc(C#N)cc2)nc(N2CCOCC2)n1
43	-0.94	-1	0	-9	-22	-1	-6[20 µM]	8	-1	Cc1cc(C)nc(N(C#N)Cc2ccccc2)n1
44	-0.34	-11	-1	·	-2	-5	-2	4	-1	CNC(=O)c1sc2nc(-c3ccc(OC)cc3)cn2c1C
45	-0.26	-2	0	2	-14	16	-21	3[fluorescence artefact?]	-3	CC(C)(C)NC(=O)COC(=O)c1cc(Br)ccc1Cl
46	-2.4	-9	3	5	-20	-12	-1	-11	-1	Cc1cccc(S(=O)(=O)Nc2nc3ccccc3nc2Nc2ccc3c(c2)OCO3)c1
47	-0.032	-17	7	0	12	-5	-20	-10	-7	CN(C)CCCNC(=S)NCc1ccc(Cl)cc1
48	-0.66	1	2	-12	-5	-23	-9	-21[fluorescence artefact?]	0	CCCCOc1ccc(Br)cc1CSC(=N)N
49	-1.1	-7	2	1	-10	-3	-27	-8	-35	N#Cc1ccc(NCC(=O)Nc2ccc3c(c2)OCCO3)cc1
50	-0.15	-24	8	-1	-19	-16	-17[20 µM]	-7	-1	Cc1ccc(C(=O)N/N=C\c2ccc[nH]2)cc1[N+](=O)[O-]
51	-0.35	0	0	1	-5	-1	-17	-6	-2	O=C(COC(=O)c1ccc(Cl)c(S(=O)(=O)NCc2ccccc2)c1)NCC1CCCO1 (stereo unspecified)
52	-1	-9	-2	·	10	·	-11	0	-7	Cc1cccc(NC(=S)NCc2cccs2)c1
53	0.62	-6	-2[fluorescence artefact?]	·	-3	2	-18	-8	6	CC(C(=O)OCC(=O)c1cccc([N+](=O)[O-])c1)N1C(=O)C2C3CCC(C3)C2C1=O (stereo unspecified)
54	-0.81	-20	2	0	-23	-5	-11[20 µM]	-2	5	O=C(Cn1cnc2sc(-c3ccccc3)cc2c1=O)N1CCOCC1
